Screening data: PubChem BioAssay, Broad Institute
MITF act = MITF TRPM1 promoter activation in melanoma cells; AID 588334; activation, % at 12.5 µM; SK-MEL-5 TRPM1-promoter luciferase, 24 h; % of positive control, neutral wells = 0; actives 0.75% (n = 300,000);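 active means mean activation of at least 80% with every replicate also reaching 80%; inconclusive means mean reaches 80% but some replicate falls short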;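 further: 0% = neutral control wells and 100% = parthenolide positive control wells; values of inactives mirror those of a sister screen read the other way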
PvdQ inh = P. aeruginosa PvdQ acylase inhibition | inhibition, % at 10 µM | purified PvdQ acylase, fluorescence plate reader | actives 0.063% (n = 340,000); in the data active means inhibition above about 30%, passing the limit was not always enough; inconclusive means no clear call, values can overlap the other calls;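 further: 0% = vehicle neutral wells and 100% = reference inhibitor wells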
Rtt109 Vps75 = inhibitors of Candida albicans Rtt109/Vps75 histone acetyltransferase. Q5AAJ8. purified Rtt109/Vps75, ThioGlo CoA-SH fluorescence, 4 h. inhibition, % at 34.9 µM. actives 0.16% (n = 330,000);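 active means inhibition of at least 50% in every replicate; inconclusive means best replicate reaches 50% inhibition but some replicates fall short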
Target sequence (Q5AAJ8 whole entry, looked up): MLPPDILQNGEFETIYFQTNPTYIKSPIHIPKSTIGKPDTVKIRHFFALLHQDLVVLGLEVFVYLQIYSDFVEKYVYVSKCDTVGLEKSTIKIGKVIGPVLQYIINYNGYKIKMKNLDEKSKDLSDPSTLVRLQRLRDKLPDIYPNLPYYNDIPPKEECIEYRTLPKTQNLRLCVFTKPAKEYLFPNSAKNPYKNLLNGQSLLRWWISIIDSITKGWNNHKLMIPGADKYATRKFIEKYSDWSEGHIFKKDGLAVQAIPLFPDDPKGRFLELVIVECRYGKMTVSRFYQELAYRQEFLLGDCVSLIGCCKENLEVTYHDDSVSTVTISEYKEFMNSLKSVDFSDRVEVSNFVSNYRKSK
dFosB act = enhances mouse delta FosB homodimer DNA binding; AID 493131; P13346; actives 0.99% (n = 340,000); purified delta FosB, TAMRA-CDK5 oligo fluorescence polarization; percent of positive-control signal above neutral wells; activation, % at 25 µM;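 active means mean activation above about 17%, with every replicate also reaching it, limit read from the data, passing the limit was not always enough; inconclusive means only one of the two conditions met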;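 further: fluorescence polarization rise as delta FosB binds a TAMRA Cdk5 AP-1 oligo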
NSD2 inh = NSD2 (human) methyltransferase inhibition; O96028; NSD2 peptide methylation, AlphaScreen, 120 min; inhibition, % at 12.5 µM; actives 0.54% (n = 310,000); AID 743445; in the data active means inhibition above about 50%
PfHsp90 set2 = growth inhibition of yeast expressing Plasmodium Hsp90; S. cerevisiae expressing PfHsp90, BacTiter-Glo ATP, 48 h; yeast lacking PDR1 and PDR3 efflux regulators; inhibition, % at 9.4 µM; actives 0.32% (n = 310,000); AID 504621;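 active means every replicate shows inhibition above about 80%, whatever the replicate mean, limit read from the data; inconclusive means mean inhibition reaches the set limit but some replicate falls short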;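 further: 0% = DMSO neutral controls and 100% = 20 µM radicicol positive controls; yeast relying on Plasmodium falciparum Hsp90 in place of its own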
SR-BI DiI-HDL act = SR-BI HDL lipid transfer activation. CHO ldlA[mSR-BI] cells, DiI-HDL uptake fluorescence, 3 h; 100 = double the neutral-control signal. activation, % at 12.5 µM. actives 0.096% (n = 320,000). AID 504775;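 active means mean replicate activation of at least 60% and every replicate at or above 60%; inconclusive means mean or all-replicate condition met, but not both; inactive means mean below 60% and not all replicates reaching 60%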;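 further: 0% = median plate neutral-control signal and 100% = twice that signal; values of inactives mirror those of a sister screen read the other way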
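Assay system: LDL receptor-deficient CHO ldlA cells overexpressing murine SR-BI / Medium: BSA-supplemented, HEPES-buffered Ham's F12, pH 7.4 / Probe or stimulus: DiI-labelled HDL at 10 µg/mL final / Timing: compound with DiI-HDL co-incubation, 3 h at 37 °C / Technique: bottom-read cell fluorescence after medium removal, ex 550/em 595 nm / Measure: HDL uptake via cellular fluorescence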
CAL PDZ FP-1 = inhibitors of human CAL PDZ peptide binding; Q9HD26; purified CAL PDZ, TMR-peptide fluorescence polarization, 1 h; inhibition, % at 20 µM; actives 0.02% (n = 330,000); AID 504414;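 active means highest replicate inhibition of at least 40%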;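 further: plate controls were DMSO neutral control wells for no effect and unlabeled competitor peptide control wells for full effect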
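material = purified tagged CAL PDZ domain construct (CerCALP) | compound dosing = 20 µM, one dose | times = 1 h at RT | measured by = fluorescence polarization from S- and P-plane intensities, G-factor corrected | read-out = inhibition from polarization loss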
SR-BI HDL uptake = mouse SR-BI HDL lipid transfer inhibition | Q61009 | ldlA[mSR-BI] CHO cells, DiI-HDL uptake fluorescence, 3 h | inhibition, % at 12.5 µM | actives 0.96% (n = 320,000);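 active means mean replicate inhibition of at least 70% and a set share of replicates each scoring 70 or more; inconclusive means meets just one of the two criteria; inactive means fails both criteria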;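 further: 0% = median of neutral control wells and 100% = median of positive control wells; values of inactives mirror those of a sister screen read the other way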
Target sequence (Q61009 whole entry, looked up): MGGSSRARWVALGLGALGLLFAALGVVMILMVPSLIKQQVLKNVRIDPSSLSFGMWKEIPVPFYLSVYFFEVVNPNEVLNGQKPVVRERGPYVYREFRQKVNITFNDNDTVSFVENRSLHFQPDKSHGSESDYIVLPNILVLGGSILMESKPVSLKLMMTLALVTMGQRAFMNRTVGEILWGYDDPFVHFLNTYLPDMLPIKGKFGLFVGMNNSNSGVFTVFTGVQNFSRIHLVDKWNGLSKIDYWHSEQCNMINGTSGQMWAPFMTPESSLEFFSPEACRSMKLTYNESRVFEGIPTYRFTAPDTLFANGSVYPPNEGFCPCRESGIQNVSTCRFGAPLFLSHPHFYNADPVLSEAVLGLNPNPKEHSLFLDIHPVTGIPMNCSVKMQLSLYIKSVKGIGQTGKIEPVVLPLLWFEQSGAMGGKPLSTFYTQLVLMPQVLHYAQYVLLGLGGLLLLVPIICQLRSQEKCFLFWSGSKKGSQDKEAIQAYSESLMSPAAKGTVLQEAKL
CAL PDZ FP-2 = inhibitors of human CAL PDZ peptide binding. Q9HD26. purified CAL PDZ, TMR-peptide fluorescence polarization, 1 h. inhibition, % at 24.9 µM. actives 0.92% (n = 300,000). AID 602252;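 active means mean inhibition of at least 30% with at least half of replicates also reaching 30%; inconclusive means no clear call, values can overlap the other calls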;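 further: 0% = DMSO neutral control and 100% = excess unlabeled competitor peptide PRC23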
An asterisk follows results filed as active; ? = inconclusive; · = no result given.

SMILES	MITF act	PvdQ inh	Rtt109 Vps75	dFosB act	NSD2 inh	PfHsp90 set2	SR-BI DiI-HDL act	CAL PDZ FP-1	SR-BI HDL uptake	CAL PDZ FP-2
O=C(CN1CCN(c2ccc(C(F)(F)F)cn2)CC1)Nc1ccc2c(c1)OCO2	·	-9	12	1	0	5	4	-0.6	-4	-3
CCOc1ccc(CN(C)CC(=O)Nc2ccc(N3CCOCC3)cc2)cc1OC	11	-20	-13	1	-1	32	-10	-0.5	10	-3
O=c1cc2c(c(-c3ccccc3)n1Cc1ccccc1)[C@@H](CCO)NC2	3	-10	-6	-9	·	1	-9	0.3	9	-2
CCOCCCn1c(SCC(=O)N2CCOCC2)nc2ccccc2c1=O	6	-12	-9	1	13	-93	22	-2.4	-22	-3
CC(SCc1ccccc1)C(=O)Nc1ccccc1F (stereo unspecified)	·	13	-1	-8	1	4	10	1.2	-10	2
COCCCN1C(=O)c2ccc(C(=O)OCC(=O)NCc3cccc(OC)c3)cc2C1=O	4	-15	3	-4	-1	-15	31	-0.4	-31	·
Cc1ccc(NC(=O)Cn2c(=O)n(CCCCC(=O)NCc3ccco3)c(=O)c3ccccc32)cc1	·	4	-5	31*	-1	18	-40	-2.3	40	·
CC(=O)c1cccc(CN2CCC(n3nccc3NC(=O)c3ccc4c(c3)OCO4)CC2)c1	1	-16	-2	-15	-1	-8	-24	-3.1	24	0
COc1cc2cc(CN(Cc3cccnc3)C(=O)Nc3ccccc3F)c(=O)[nH]c2cc1OC	-11	-4	-1	-1	-1	7	13	-3.8	-13	-5
C[C@@H]1C(=O)O[C@H]2[C@H]1CC[C@@]1(C)C(=O)C=C[C@@](C)(O)[C@H]21	3	-24	1	-4	·	7	-24	-1.4	24	3
O=C(c1ccc(COc2ccccc2Br)o1)N1CCN(c2ccccn2)CC1	·	-15	·	-10	1	·	-38	-2.6	38	-1
NCCCC[C@@H]1NC(=O)c2cc([N+](=O)[O-])cc(F)c2NCCCC[C@@H](C(N)=O)NC(=O)[C@H](CCC(N)=O)NC1=O	0	6	18	15	·	11	25	0.5	-25	1
CC1CCN(C2=NC(=O)/C(=C/c3cccc(O)c3)S2)CC1	7	-10	1	-18	1	-20	-33	-1.3	33	3
COc1ccc(C2C(C(=O)N3CCCC3)c3cc(OC)c(OC)cc3C(=O)N2C)cc1OC (stereo unspecified)	·	-4	-10	-8	8	·	21	-0.6	-21	-2
Cc1ccc(S(=O)(=O)Nc2nc(C)c(C(=O)NN)s2)cc1	3	6	22	-4	0	39	-7	-0.7	7	-2
Cc1cc(C)c(C#N)c(SCc2nnc(-c3ccccc3[N+](=O)[O-])o2)n1	15	-5	4	-4	2	7	-12	-1.8	12	4
Cc1ccc(CNC(=O)C(=O)NCCCn2ccnc2)cc1	-14	-3	6	6	4	-3	3	-2.5	-3	-4
COc1ccc(Nc2nc3ccccc3n3cnnc23)cc1Cl	5	-17	6	-1	1	4	-46	1.8	46	-4
Cc1ccc2c(c1)Oc1ccccc1C=C2C(=O)O	1	-5	-4	-7	-1	-16	12	-0.8	-12	0
COc1ccc(CNC(=O)OCCN2CCN(S(=O)(=O)c3ccc(C)cc3)CCC2=O)cc1	-2	12	9	2	·	4	8	-0.5	-8	-3

Single records (already shown). Order of screens: MITF act	PvdQ inh	Rtt109 Vps75	dFosB act	NSD2 inh	PfHsp90 set2	SR-BI DiI-HDL act	CAL PDZ FP-1	SR-BI HDL uptake	CAL PDZ FP-2
O=C(c1ccc(COc2ccccc2Br)o1)N1CCN(c2ccccn2)CC1 is listed as ·	-15	·	-10	1	·	-38	-2.6	38	-1
Cc1ccc2c(c1)Oc1ccccc1C=C2C(=O)O is listed as 1	-5	-4	-7	-1	-16	12	-0.8	-12	0
COc1ccc(C2C(C(=O)N3CCCC3)c3cc(OC)c(OC)cc3C(=O)N2C)cc1OC (stereo unspecified) is listed as ·	-4	-10	-8	8	·	21	-0.6	-21	-2
Cc1ccc(CNC(=O)C(=O)NCCCn2ccnc2)cc1 is listed as -14	-3	6	6	4	-3	3	-2.5	-3	-4

Remaining list, next part:
SMILES	MITF act	PvdQ inh	Rtt109 Vps75	dFosB act	NSD2 inh	PfHsp90 set2	SR-BI DiI-HDL act	CAL PDZ FP-1	SR-BI HDL uptake	CAL PDZ FP-2
COCCNC(=O)C(=O)Nc1cccc(Br)c1	54	6	-2	-1	-1	-2	12	-2.3	-12	-2
CCCc1nc2ccccc2c(=O)n1CCc1ccccc1	-11	-5	4	-3	4	-15	-44	-0.3	44	-1
CN(c1ccccc1)S(=O)(=O)c1ccc(NC(=O)c2nc(S(C)(=O)=O)ncc2Cl)cc1	-100	-29	11	-3	·	-3	-30	-2.7	30	-3
CCc1nc(C)cn1S(=O)(=O)c1cc(Br)ccc1OC	·	2	1	0	0	·	50	·	-50	-4
Cc1ccc2nc(C(F)(F)F)c(C#N)c(N)c2c1	-26	-6	-3	-5	-2	·	-11	-2.1	11	·
O=C(NCc1ccc2c(c1)OCO2)c1cc(-c2ccccc2)on1	11	12	1	-1	1	-2	-1	0.5	1	-1
Cc1cccc(-n2cnc(C(=O)N3CCN(C)CC3)c2)n1	4	-10	10	-2	0	-9	4	-0.6	-4	·
COC(=O)c1ccc(-n2nnnc2SCc2nn[nH]n2)cc1	·	-7	26	-10	-1	20	10	-3.3	-10	-4
CCC(C(=O)NC(C)(C)C)N(C(=O)Cn1nnc(-c2cccs2)n1)c1cnc2ccccc2c1 (stereo unspecified)	-12	2	1	-4	0	1	10	0.2	-10	5
Cc1ccc(S(=O)(=O)N/N=C/c2cccc3c2OCCO3)cc1	-2	-5	-3	-7	-1	-6	17	0.1	-17	-1
Cc1cccc(C)c1NC(=O)CSc1nnc([C@@H]2CCCN2C(=O)OC(C)(C)C)o1	·	-7	-1	-3	-2	61	27	-0.9	-27	0
Cc1ccc(C(=O)N2CCN(Cc3ccccc3)CC2)cc1S(=O)(=O)N1CCOCC1	12	7	·	9	0	21	-8	-0.9	8	6
COc1cccc(C(=O)NC(=S)Nc2ccc3oc(=O)ccc3c2)c1	8	-1	8	-12	-3	-12	-24	0.5	24	-1
O=NN1CCN(c2ccncc2S(=O)(=O)N2CCCCC2)CC1	7	-13	-4	-4	0	-7	42	-3.5	-42	-2
O=C(c1ccc(Cl)c(S(=O)(=O)N2CCOCC2)c1)N1CCCC1	-11	5	21	-5	-3	-8	·	-2.4	·	5
O=C(/C=C/c1ccco1)Oc1cccc2cccnc12	-16	-12	-6	-14	-1	2	2	0.0	-2	0
Cc1ccc(CSCC(=O)N(C)CC(=O)Nc2ccc(C)cc2)cc1	1	-5	4	-6	-3	-22	6	-0.7	-6	·
Cc1cccc(CSc2nnc3c(n2)[nH]c2ccccc23)c1	9	0	-14	-6	-4	-12	12	-0.2	-12	-5
COc1cc(CN2CCC(C(=O)N3CCN(c4ccccc4F)CC3)CC2)cc(OC)c1O	·	2	8	-2	1	8	-4	2.0	4	0
COC(=O)C(Oc1ccc2c(-c3ccc(OC)cc3)cc(=O)oc2c1)c1ccccc1 (stereo unspecified)	-10	-11	0	-5	0	13	-40	-1.3	40	-5
O=C1NC(=O)/C(=C/c2cccc([N+](=O)[O-])c2)N1	-5	6	2	2	-1	2	-8	-1.3	8	-5
CC(=O)C1=C(C)Nc2ncnn2C1c1cccc(OCc2ccccc2)c1 (stereo unspecified)	-8	5	7	-8	·	9	9	-0.6	-9	·
Cc1noc(NS(=O)(=O)c2ccc(NC(=O)c3ccc(Br)o3)cc2)c1C	-2	7	3	3	-1	-2	·	-0.7	·	-1
O=C(N/N=C/c1ccc2cccnc2c1)c1nc2ccccc2c(=O)[nH]1	67	-5	2	-14	-2	-5	·	-0.3	·	-4
O=C(O)CCCNC(=O)/C(=C\c1ccc(Cl)cc1)NC(=O)c1ccccc1Br	-5	-6	-7	-3	2	0	22	0.0	-22	-2
O=C(O)c1cccnc1C(=O)c1ccccc1	3	-12	-5	0	-4	2	8	-0.5	-8	-5
COc1ccc2[nH]c(CN3CCN(CC(C)C)C(CCO)C3)c(C)c2c1 (stereo unspecified)	-10	-22	4	-14	0	-1	2	0.4	2	-2
COc1ccccc1C=NN=C(N)C(N)=NN=Cc1ccccc1OC	10	-16	-7	70*	2	0	-52	0.8	52	-3
CN(CCCNC(=O)c1cccc(N2CCCC2=O)c1)c1ccccc1	-8	-3	-6	-1	·	2	-42	-0.3	42	0
COc1cccc(C(=O)Nc2cccc(-c3ccc4nncn4n3)c2)c1OC	18	5	29	-24	·	6	-9	-1.7	9	1
CCOc1ccc(N=Cc2c(C)[nH]n(-c3nc4ccccc4[nH]3)c2=O)cc1	-1	3	6	7	2	?	-6	-1.8	6	0
COc1ccc(Nc2ncc3c(n2)CC(c2ccc(OC)cc2)CC3=O)cc1 (stereo unspecified)	23	-6	-1	12	22	5	7	-0.6	-7	·
Cc1ccc(NC(=O)COC(=O)CN2C(=O)NC3(CCCC3)C2=O)cc1F	4	10	3	-5	-1	21	8	-0.2	-8	-3
COc1ccc(N(C)S(=O)(=O)c2cccc(C(=O)N3CCN(c4ccccc4)CC3)c2)cc1	-26	-13	-15	-16	3	9	-9	-1.9	9	0
COC(=O)C1C(c2ccccc2)C=CC(c2ccccc2)C1C(=O)O (stereo unspecified)	9	-5	-4	-1	1	-16	·	-1.7	·	-1
Cc1ccc(S(=O)(=O)NCc2ccccc2)cc1C(=O)NC1CCCCC1	-4	-7	-6	-13	-1	5	1	-5.1	-1	-6
CCOc1ccccc1N(CC(=O)NC1CCCCC1)C(=O)CCC(=O)Nc1cc(C)ccn1	-12	-3	4	-15	1	2	·	0.1	·	·
CN(/N=C/C=C/c1ccccc1)c1cc(=O)n(C)c(=O)[nH]1	-10	-6	0	4	0	-1	15	-1.6	-15	-2
c1ccc(OCCCCn2cnc3ccccc32)cc1	9	-7	2	-4	-1	9	18	-0.3	-18	0
COc1cc2c(c(OC)c1)C(c1ccncc1)CC(=O)N2 (stereo unspecified)	6	-7	9	-5	·	-16	·	0.6	·	·
CCOC(=O)C1CCN(S(=O)(=O)c2ccc(CC)cc2)CC1	-2	-11	10	-3	-2	12	27	-0.2	-27	·
O=C(O)/C(=C\c1ccc(C(F)(F)F)cc1)c1ccc(S(=O)(=O)N2CCCC2)s1	4	1	9	-1	6	24	14	-1.0	-14	-5
c1ccc(CN2CCC3(CCCc4ccccc43)CC2)cc1	0	8	18	-6	·	12	-17	-0.8	17	-3
CCN1/C(=C\C=C2\C(=O)N(C)C(=S)N2C)Sc2ccccc21	18	-4	-6	12	2	26	-74	-0.1	?	-3
